Screening data: PubChem BioAssay, Sanford-Burnham Center for Chemical Genomics
Pyk2 oligo antag = blocks oligomerization of human Pyk2 in cells; Q14289; Q293 cells, Pyk2 FERM NanoBiT luminescence; stronger effect = lower value; z-score (the deposit names both 25 µM and 10 µM); 99,000 compounds, 0.83% hits; AID 1347419;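 active = Z-score of -3 or lower, scaled per plate to the spread of control and sample wells; inactive = z-score above -3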;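 also: negative z-score means lost luminescence so less FERM oligomerization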
Target sequence (Q14289 whole entry, looked up): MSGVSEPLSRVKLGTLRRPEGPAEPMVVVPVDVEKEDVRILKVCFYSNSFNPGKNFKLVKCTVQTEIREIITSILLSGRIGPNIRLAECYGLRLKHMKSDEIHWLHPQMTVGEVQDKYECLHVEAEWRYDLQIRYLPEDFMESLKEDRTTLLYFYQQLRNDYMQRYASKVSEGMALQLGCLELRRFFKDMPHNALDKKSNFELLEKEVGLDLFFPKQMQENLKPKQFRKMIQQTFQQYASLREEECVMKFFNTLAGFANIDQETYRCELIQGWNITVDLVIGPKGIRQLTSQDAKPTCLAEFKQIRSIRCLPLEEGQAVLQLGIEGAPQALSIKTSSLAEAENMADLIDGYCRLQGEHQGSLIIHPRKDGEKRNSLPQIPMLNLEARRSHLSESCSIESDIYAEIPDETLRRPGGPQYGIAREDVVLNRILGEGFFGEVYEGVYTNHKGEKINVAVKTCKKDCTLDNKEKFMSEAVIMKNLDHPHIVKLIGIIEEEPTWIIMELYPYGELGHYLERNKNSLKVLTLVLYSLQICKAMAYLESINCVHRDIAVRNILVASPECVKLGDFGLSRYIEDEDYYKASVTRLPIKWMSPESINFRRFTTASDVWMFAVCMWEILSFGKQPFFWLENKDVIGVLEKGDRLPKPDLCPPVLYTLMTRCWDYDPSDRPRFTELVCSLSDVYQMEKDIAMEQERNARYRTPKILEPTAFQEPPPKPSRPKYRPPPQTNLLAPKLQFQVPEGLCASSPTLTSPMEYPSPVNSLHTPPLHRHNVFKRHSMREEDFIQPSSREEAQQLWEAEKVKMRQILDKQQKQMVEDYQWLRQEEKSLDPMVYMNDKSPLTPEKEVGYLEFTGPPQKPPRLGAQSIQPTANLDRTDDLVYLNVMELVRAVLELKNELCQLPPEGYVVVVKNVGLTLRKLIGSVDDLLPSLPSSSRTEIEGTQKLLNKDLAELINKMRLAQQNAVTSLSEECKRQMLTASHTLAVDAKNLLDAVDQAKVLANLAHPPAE
* = called active by the depositor. An excerpt, so the mix of outcomes need not match the whole.

SMILES	Pyk2 oligo antag
Cc1nc2cc(C(=O)OCC(=O)NC(C)C(C)C)ccc2n1-c1ccccc1 (stereo unspecified)	0.73
COC(=O)c1c(C)oc2ccc(N(C(=O)c3ccncc3)S(=O)(=O)c3ccc4ccccc4c3)cc12	-1.1
COc1ccc(/C=N/NC(=O)Cn2cnc3ccccc3c2=O)cc1	0.1
Cc1ccc(Oc2nnc(-c3ccc(C)cc3)c3ccccc23)cc1	0.45
O=C1OC(Cc2ccccn2)C(O)=C1C1=NCCCN1 (stereo unspecified)	0.12
COc1ccc(OC(C)C(=O)Nc2ccccc2C(F)(F)F)cc1 (stereo unspecified)	-0.54
CC1CC(C)(C)CC2(C1)NC(=O)N(CC(=O)NC1CCCc3ccccc31)C2=O (stereo unspecified)	0.65
O=C(Nc1nc2c(s1)CCCC2)c1ccc(S(=O)(=O)N2CCCc3ccccc32)cc1	-1.4
CCC(=O)NC(NC(=S)Nc1cccc2cccnc12)C(Cl)(Cl)Cl (stereo unspecified)	-0.58
CCn1cc(CN(C)C(=O)/C=C/c2ccc([N+](=O)[O-])cc2)c(C)n1	1.1
Cn1ncc(Br)c1C(=O)NC(=S)N1CCN(c2ccccn2)CC1	0
Cc1c(C(=O)C(=O)NCCc2ccc(S(N)(=O)=O)cc2)c2ccccc2n1C	0.57
CCCN(CCC)C(=O)C1CC(=O)OC12CCOC(C)(C)C2 (stereo unspecified)	-0.34
CC1CCN(CC(=O)Nc2cc(C(F)(F)F)ccc2Cl)CC1	1.1
CC1CC(C)CN(C(=S)Nc2ccc(OC(F)F)cc2)C1 (stereo unspecified)	0.69
NC(=O)CC[C@H](NC(=O)c1ccc(F)cc1)C(=O)OCC(=O)Nc1c(F)c(F)c(F)c(F)c1F	1
CCCC(=O)OCC(=O)Nc1ccccc1Sc1ccccc1	0.31
CCOC(=O)C1=C(C)N(c2ccccc2)C(=O)/C1=C\c1cccs1	0.42
Cc1ccc(C(=O)NCCn2c(N)c(C#N)c3nc4ccccc4nc32)cc1	-0.01
Cc1ccc(C(=O)NC(O)C(Cl)Cl)cc1 (stereo unspecified)	0.01
CC(NC(=O)Nc1ccc(F)cc1)C(c1cccs1)N1CCCC1 (stereo unspecified)	1.3
CCN(CC)S(=O)(=O)c1ccc(C)c(NC(=O)CSc2ncc(C(F)(F)F)cc2Cl)c1	0.21
CC(=O)Nc1ccc(C(=O)/C=C/c2ccco2)cc1	-0.63
CCCCN(C)CCOc1ccccc1OCC	-0.11
CCOc1ccc(NC(=S)NCCCn2ccnc2)cc1	-0.71

(cont.)
SMILES	Pyk2 oligo antag
CCn1c(CCn2c3ccccc3c3ccccc32)n[nH]c1=S	-1.5
Cc1ccc(NC(=O)C(C)[n+]2ccccc2)cc1[N+](=O)[O-] (stereo unspecified)	0.45
O=C(CCc1ccc(S(=O)(=O)NCc2ccccc2)cc1)NCc1cccnc1	0.44
O=C1C2CCCN2C(=O)N1CCN1CCN(c2ccccc2)CC1 (stereo unspecified)	0.73
O=C(Cc1ccc(-c2ccccc2)cc1)NCc1ccccc1	1.5
Cc1cc2oc(=O)cc(CN3CCN(S(=O)(=O)/C=C/c4ccccc4)CC3)c2cc1C	-1.3
Cc1c(NC(=S)NC(=O)C2CCCCC2)c(=O)n(-c2ccccc2)n1C	0.9
O=C(NNc1c(Cl)cc(Cl)cc1Cl)c1cccc([N+](=O)[O-])c1	0.93
CC(C)n1nc(C(=O)Oc2ccc(Cl)cc2)c2ccccc2c1=O	-0.24
O=C(NC(c1ccc(Cl)cc1)c1c(O)ccc2ccccc12)c1ccccc1 (stereo unspecified)	-2.9
Cc1ccc(CSc2ccc3nnc(-c4cccnc4)n3n2)cc1	-0.42
CCC1(c2ccccc2)NC(=O)N(CC(=O)N2CCN(S(=O)(=O)c3ccccc3)CC2)C1=O (stereo unspecified)	0.08
CCCn1c(SCC(=O)Nc2cc(S(=O)(=O)N3CCOCC3)ccc2Cl)n[nH]c1=O	0.38
O=C(N/N=C1/CC2C=CCC12)c1ccc(Br)o1 (stereo unspecified)	0.3
O=C(CN(C(=O)c1cccc([N+](=O)[O-])c1)C1CCCCC1)Nc1ccc(Cl)c([N+](=O)[O-])c1	-1.9
CCc1ccc(N(CC(=O)Nc2sc3c(c2C(=O)OC)CCCC3)S(C)(=O)=O)cc1	-1.5
S=C1Nc2cc(Cl)ccc2Sc2ccccc21	-0.5
CCCCNc1ccc2nsnc2c1[N+](=O)[O-]	0.31
COc1ccc(NC(=O)NN(C(=O)c2ccccc2)C(C)(C)C)cc1	-0.14
N#C/C(=C\c1cn(-c2ccccc2)nc1-c1cc2ccccc2o1)c1nc2ccccc2[nH]1	-0.6
O=C(CSc1ccc(-c2ccco2)nn1)c1ccc(F)cc1	0.61
O=C(NN1CCOCC1)c1cc(-c2ccc(Cl)c(Cl)c2)nc2ccccc12	0.83
Cc1cccc(N2CN(Cc3cccnc3)CNC2=S)c1C	0.5
O=C(Nc1ccc2cn[nH]c2c1)c1ccc(Cl)c(S(=O)(=O)N2CCOCC2)c1	0.62
COc1cc(C(=O)NC(=S)NNC(=O)c2cnccn2)cc(OC)c1OC	-0.13

Later entries:
SMILES	Pyk2 oligo antag
Oc1ccc(N=Nc2n[nH]c(-c3ccccc3)n2)cc1	-1.6
COC(=O)c1ccc(OC(=O)CCN2C(=O)C3CCCCC3C2=O)cc1 (stereo unspecified)	1.5
N#Cc1ccc(C(=O)Nc2cc(S(=O)(=O)N3CCCC3)ccc2OCC(F)(F)F)cc1	0.89
Fc1ccccc1COc1ccccc1/C=N/Nc1nc(N2CCCC2)nc(N2CCCC2)n1	-0.23
CCNC(=S)N/N=C1\CCCCc2ccccc21	0.53
CN(C)S(=O)(=O)c1ccc(NC(=O)CSc2ncnc3ccccc23)cc1	-0.65
COc1ccc([N+](=O)[O-])cc1/C=N/NC(=O)CNC(=O)c1cccc(F)c1	0.19
C=CCN1C(=O)C(Cc2ccc(OC)cc2)SC1=Nc1ccc(C(=O)O)cc1 (stereo unspecified)	-0.44
CC(C)(C)c1ccc2c(c1)OC(C(=O)N/N=C\c1ccccn1)CO2 (stereo unspecified)	-0.81
Cc1cc[n+](-c2nc3ccccc3nc2[N-]S(=O)(=O)c2ccccc2)cc1	0.23
Cc1ccc(NC(Cc2cc(C)no2)c2ccccc2)cc1 (stereo unspecified)	-0.74
Cc1cc(C)cc(C(=O)NC(=S)Nc2ccc3[nH]c(=O)[nH]c3c2)c1	0.78
Cc1nc(-c2ccc(Br)cc2)ccc1C(=O)O	0.85
CC(C)(C)S(=O)(=O)c1ccsc1C(=O)O	-0.58
COc1ccccc1OCC(=O)N/N=C/C=C/c1ccc([N+](=O)[O-])o1	-0.15
COc1cc(SC)ccc1C(=O)NCCOc1ccc(C)c(C)c1	-0.61
c1ccc(-c2ccccc2OCCOCCN2CCCCC2)cc1	0.13
COC(=O)/C(=N/Nc1ccccc1)N1CCCc2ccccc21	-1.2
CC(C)(C)c1cc(N)on1	1.2
COc1ccc(/C=N/OCC(=O)Nn2c(C)nc3ccccc3c2=O)cc1	0.55
COc1ccc(/C=C(/NC(=O)c2ccc(OC)c(OC)c2)C(=O)NCCc2c[nH]c3ccccc23)cc1	-0.18
O=C(Cc1ccccc1)c1nc2ccccc2s1	1.1
O=C(Nc1cccc2cccnc12)C1CCCC1	0.38
COc1cc(/C=C(\C#N)c2ccccn2)ccc1OCc1ccc(Cl)cc1	-0.82
Oc1ccc(Br)cc1/C=N/N1CCCCC1	0.82

Given with bars between the fields: entries from further up
molecule | Pyk2 oligo antag
COc1cc(/C=C(\C#N)c2ccccn2)ccc1OCc1ccc(Cl)cc1 | -0.82
COC(=O)c1ccc(OC(=O)CCN2C(=O)C3CCCCC3C2=O)cc1 (stereo unspecified) | 1.5
Cc1cc[n+](-c2nc3ccccc3nc2[N-]S(=O)(=O)c2ccccc2)cc1 | 0.23
Cc1ccc(NC(Cc2cc(C)no2)c2ccccc2)cc1 (stereo unspecified) | -0.74

An excerpt from above in order of the Pyk2 oligo antag value, rising:
SMILES | Pyk2 oligo antag
CC(C)(C)c1ccc2c(c1)OC(C(=O)N/N=C\c1ccccn1)CO2 (stereo unspecified) | -0.81
Cc1cc(C)cc(C(=O)NC(=S)Nc2ccc3[nH]c(=O)[nH]c3c2)c1 | 0.78
Oc1ccc(Br)cc1/C=N/N1CCCCC1 | 0.82

Next section:
SMILES	Pyk2 oligo antag
COC(=O)c1c(Oc2nc(OC)cc(OC)n2)cccc1Oc1nc(OC)cc(OC)n1	0.15
CSC1=N/C(=C\c2ccc(C)s2)C(=O)S1	0.47
CCN(CC)c1ccc(C=C2C(=O)OC3(CCCC3)OC2=O)cc1	3.7
O=c1c2ccccc2nc(-c2cccs2)n1-c1cccc2ccccc12	-0.55
Cc1cccc(C(=O)c2c(N)sc3c2CCCC3)c1	-0.2
Oc1ccc(/C=C/c2ccnc3ccccc23)cc1	-1.9
Cc1cccc(C(=O)N(NC(=O)Oc2ccccc2)C(C)(C)C)c1	0.68
CC(=O)N1CCN(c2ccc(NC(=S)NC(=O)COc3ccc(C(C)(C)C)cc3)cc2)CC1	0.07
O=[N+]([O-])c1cc(C(F)(F)F)ccc1N1CCN(S(=O)(=O)c2ccc3c(c2)CCCC3)CC1	-1.8
S=c1[nH]nc([C@@H]2C[C@H]2c2ccccc2)n1-c1ccccc1	0.4
Brc1csc(C=Nc2ccc3c(c2)OCCOCCOCCOCCO3)c1	0.16
CCN(CC)S(=O)(=O)c1ccc(N2CCCC2)c(C(=O)Nc2ccc(OC)c(Cl)c2)c1	-0.27
O=C(Nc1ccccc1-c1ccccc1)c1cc(C(F)(F)F)cc(C(F)(F)F)c1	0.9
CCCCn1c(/N=C/c2ccccc2NS(=O)(=O)c2ccc(C)cc2)nc2ccccc21	-1.9
CCCN1CNC(=S)N(c2ccc(C(=O)OCC)cc2)C1	-0.03
O=C(Nc1cccs1)Nc1c(F)c(F)cc(F)c1F	0.03
CCCCn1c(=O)[nH]c2nc3cc(N)ccc3nc2c1=O	-2.6
NC(=O)c1ccc(C23CC4CC(CC(C4)C2)C3)o1	-0.36
Cc1[nH]n(-c2nc(-c3cccc([N+](=O)[O-])c3)cs2)c(=O)c1C	1.1
CC1=C(C(=O)Nc2nc3ccccc3s2)C(c2ccco2)C(C#N)=C(SCC(=O)NC2CCCCC2)N1 (stereo unspecified)	-0.23
O=C(N/N=C/c1ccccc1O)C1(O)c2ccccc2-c2ccccc21	-1.1
O=C(COc1ccccc1F)N1CCN(S(=O)(=O)/C=C/c2ccccc2)CC1	1.1
COc1ccc(NC(=O)COc2ccc(N(C)S(=O)(=O)c3ccc(C)cc3)cc2)cc1	-1
CCn1c2ccc(F)cc2c2nnc(NN)nc21	0.87
COc1ccccc1C(=O)COC(=O)c1ccccc1OCC(=O)Nc1ccc(SC(F)F)cc1	-1.1

Going on with the list:
SMILES	Pyk2 oligo antag
Nc1cc(-c2cccc(Br)c2)nn1Cc1ccccc1	0.12
CCCCOC(=O)CCN1C(=O)/C(=C2\SC(=S)N(CCC(=O)OCCCC)C2=O)SC1=S	0.95
Cc1ccc(-n2ncc3c(NCc4cccnc4)ncnc32)c(C)c1	-0.67
CC(NC(=O)C12CC3CC(CC(C3)C1)C2)C(=O)N/N=C/C1=C(N2CCOCC2)C(=C\c2ccccc2)/CC1 (stereo unspecified)	-0.12
CC(C)(C)C1C/C(=C/c2ccco2)C(=O)/C(=C/c2ccco2)C1 (stereo unspecified)	0.6
COc1cc(/C=C2\SC(=Nc3c(C)n(C)n(-c4ccccc4)c3=O)NC2=O)ccc1O	1.3
CCCCN(CC)S(=O)(=O)c1ccc(C(=O)N=c2sc3cc(NC(C)=O)ccc3n2C)cc1	0.68
CCOc1ccc2nc(NC(=O)c3cccnc3)sc2c1	-0.27
O=C(Cc1cccc(C(F)(F)F)c1)NCc1ccc(Cl)cc1Cl	-0.58
O=C(NNC(=O)c1ccc([N+](=O)[O-])cc1)c1ccncc1	2.6
CC(=O)Nc1ccc(NC(=O)CSc2nc3ccccc3o2)cc1	2.9
O=C(COC(=O)/C=C/c1ccc(Cl)cc1)Nc1ccc2c(c1)OCCO2	0.82
Cc1cccc(C2Nc3ccccc3C(=O)N2NC(=O)c2ccc([N+](=O)[O-])cc2)n1 (stereo unspecified)	1.4
O=C(OCC(=O)N1CCCc2ccccc21)c1ccc(Cl)nc1	0.6
O=C(Nc1nc(-c2ccccc2)c(C(=O)c2ccccc2)s1)c1ccc(S(=O)(=O)N2CCCC2)cc1	-1.9
Cc1ccc(/C=N/NC(=O)c2cc(C3CC3)nc3ccccc23)o1	0.66
CCN(CC)S(=O)(=O)c1ccc(C(=O)NNC(=O)C2CCN(S(=O)(=O)c3ccc(Cl)cc3)CC2)cc1	-0.05
CCCCOc1ccc(C(=O)N/N=C/c2ccc(OCCN3CCCCC3)c(OC)c2)cc1	0.02
O=c1[nH]c(SCc2cccc(F)c2)nc2c1CCCC2	-0.6
CSc1ccc(/C=N/NC(=O)c2cc(O)cc(O)c2)cc1	-0.02
CC/C(=N/NC(=O)CCC(=O)Nc1ccccc1OC)c1ccccc1	0.37
Cc1cccc(C)c1Nc1c(-c2ccsc2)nc2ncccn12	-1
COc1cc2[nH]c3c(Cl)ncnc3c2cc1OC	-0.28
COc1ccc(C(=O)Nn2c(SCc3cccc([N+](=O)[O-])c3)nc3ccccc3c2=O)cc1	-0.08
CCOc1ccc2c(c1)C(C)=CC(C)(C)N2C(=O)Nc1ccccc1F	0.39
Cc1ccc(-c2cc(C(=O)Nc3nccs3)c3ccccc3n2)o1	-0.72
CNCCCCOc1ccccc1-c1ccccc1	0.37
Cc1ccc(NC(=O)CSc2nc3ccccc3c3nc(CCn4cncc4C)nn23)c(C)c1	0.99

Seven compounds from above, sorted by length of the SMILES, lowest first:
SMILES	Pyk2 oligo antag
CNCCCCOc1ccccc1-c1ccccc1	0.37
Cc1cccc(C)c1Nc1c(-c2ccsc2)nc2ncccn12	-1
CC(=O)Nc1ccc(NC(=O)CSc2nc3ccccc3o2)cc1	2.9
Cc1ccc(-c2cc(C(=O)Nc3nccs3)c3ccccc3n2)o1	-0.72
Cc1ccc(NC(=O)CSc2nc3ccccc3c3nc(CCn4cncc4C)nn23)c(C)c1	0.99
CCCCOC(=O)CCN1C(=O)/C(=C2\SC(=S)N(CCC(=O)OCCCC)C2=O)SC1=S	0.95
CCN(CC)S(=O)(=O)c1ccc(C(=O)NNC(=O)C2CCN(S(=O)(=O)c3ccc(Cl)cc3)CC2)cc1	-0.05
